Pol eta inh = inhibitors of human DNA polymerase eta; Q9Y253; recombinant Pol eta, fluorescent DNA replication assay; Potency, µM (series often up to 114 µM), without a hit: top-dose activity change, negative = inhibition, hits mostly inhibitors; hit rate 1.2% among 390,000; note: potency is the fitted concentration of half-maximal effect; % is set by controls: 0 for no effect and ±100 for the full control effect
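Pol eta at 10 nM preincubated with compounds 15 min at room temperature; reaction started with fluorescent substrate (50 nM final) and read kinetically at 0 and 10 min.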
Pol kappa inh = blocks human DNA polymerase kappa activity; Q9UBT6; purified Pol kappa, fluorescent DNA synthesis assay, 10 min; hit rate 0.53% among 400,000; AID 588579; Potency, µM (highest dose often 107 µM), for inactives: at the highest dose activity, negative = inhibition, actives largely listed as inhibitors; note: potency is the fitted concentration of half-maximal effect; % is set by controls: 0 for no effect and ±100 for the full control effect
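Here, compound and 10 nM enzyme are combined for 15 min at room temperature; adding 50 nM substrate (final) starts DNA synthesis, tracked by fluorescence at 0 and 10 min against buffer-only wells.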
BLM helicase inh = inhibitors of human Bloom syndrome helicase BLM. recombinant BLM DNA unwinding, fluorescence dequenching. hit rate 0.2% among 350,000. AID 2528. P54132. Potency, µM (titrated, usually from 56.1 µM), without a hit: top-dose activity change, negative = inhibition, hits mostly inhibitors;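 note: potency is the fitted concentration of half-maximal effect; plate controls were vehicle for no effect and no enzyme for full effect; nearly all actives have a fitted effect of over 35% in size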
Apoferritin bind = binds horse apoferritin like a general anesthetic; apoferritin/1-aminoanthracene competitive binding, fluorescence; hit rate 0.074% among 350,000; P02791; AID 485281; Potency, µM (series often up to 77.5 µM), for inactives: top-dose activity change, negative = displacement, hits mostly inhibitors; note: potency is the fitted concentration of half-maximal effect; % is set by controls: 0 for no effect and ±100 for the full control effect; nearly all actives have a fitted effect of over 20% in size
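In PBS, apoferritin at 10 uM is loaded with 1-AMA from a 50% saturated solution. After 10 min of compound exposure at ambient temperature, reduced 535 nm fluorescence indicates probe displacement.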
RXFP1 antagonist = blocks the human relaxin receptor RXFP1. AID 1259400. activity change, negative = inhibition, % at 57.5 µM. HEK293-RXFP1, relaxin-stimulated cAMP HTRF, 30 min; hits give low values. hit rate 0.59% among 350,000. Q9HBX9;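 active = activity change of -60% or lower, but not beyond a set lower limit; inconclusive = change between -60% and -40%, or beyond the set limit; inactive = change above -40%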; note: % is set by controls: 0 for no effect and ±100 for the full control effect
Target sequence (Q9HBX9 whole entry, looked up): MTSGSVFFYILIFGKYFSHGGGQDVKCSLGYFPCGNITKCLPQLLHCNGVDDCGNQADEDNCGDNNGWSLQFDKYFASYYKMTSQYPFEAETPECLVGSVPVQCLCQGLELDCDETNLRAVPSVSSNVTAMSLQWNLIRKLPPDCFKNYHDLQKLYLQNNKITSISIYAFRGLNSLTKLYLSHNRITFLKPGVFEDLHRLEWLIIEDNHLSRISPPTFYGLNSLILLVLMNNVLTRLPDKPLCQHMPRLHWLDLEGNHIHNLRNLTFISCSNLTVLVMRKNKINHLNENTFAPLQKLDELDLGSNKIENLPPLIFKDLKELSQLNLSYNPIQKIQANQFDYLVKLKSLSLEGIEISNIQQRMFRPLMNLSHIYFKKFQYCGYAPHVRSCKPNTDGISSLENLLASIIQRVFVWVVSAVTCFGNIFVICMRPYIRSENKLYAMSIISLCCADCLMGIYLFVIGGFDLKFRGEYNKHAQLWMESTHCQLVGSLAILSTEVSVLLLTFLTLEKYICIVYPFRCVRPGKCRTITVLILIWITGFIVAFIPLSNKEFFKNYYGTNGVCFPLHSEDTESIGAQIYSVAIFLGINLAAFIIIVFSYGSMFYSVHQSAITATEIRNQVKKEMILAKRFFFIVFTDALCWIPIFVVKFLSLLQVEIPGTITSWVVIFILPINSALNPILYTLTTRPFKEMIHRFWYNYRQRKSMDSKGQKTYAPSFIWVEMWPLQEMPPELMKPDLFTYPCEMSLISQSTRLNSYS
Pol beta inh = inhibitors of human DNA polymerase beta. hit rate 1.3% among 340,000. P06746. Pol beta primer extension/strand displacement, fluorescence kinetic. Potency, µM (top dose mostly 114 µM), inactives show at the highest dose activity change, negative = inhibition, usual class: inhibitors. AID 485314; note: potency is the fitted concentration of half-maximal effect; % is set by controls: 0 for no effect and ±100 for the full control effect
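Preincubation: enzyme (10 nM) with compound, 15 min, RT. Reaction: substrate added to 50 nM final. Reads: 0 and 10 min. Analysis: normalized, Hill fit.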
POLI inh = blocks human DNA polymerase iota activity. hit rate 1% among 390,000. Q9UNA4. Potency, µM (top dose mostly 115 µM), without a hit: at the top dose activity, negative = inhibition, usual class: inhibitors. Pol iota fluorescent replication assay, 10 min; note: potency is the fitted concentration of half-maximal effect
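Pol iota at 10 nM preincubated 15 min with compounds at room temperature; reaction started with fluorescent substrate, 50 nM final. Fluorescence read kinetically at 0 and 10 min; buffer-only wells as negative control.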
PGK inhibitor = T. brucei PGK inhibition. P07378. hit rate 0.043% among 380,000. PGK/GAPDH coupled, Kinase-Glo luminescence, 60 min. Potency, µM (highest dose often 57.5 µM), for the others: top-dose activity change, negative = inhibition, hits mostly inhibitors; note: potency is the fitted concentration of half-maximal effect; % is set by controls: 0 for no effect and ±100 for the full control effect; nearly all actives have a fitted effect of over 60% in size
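Recombinant glycosomal PGK reaction used 1,3-bisphosphoglycerate generated in-well by GAPDH (100nM final) in 100mM TEA pH 7.6, 5mM MgCl2, 0.01% Tween-20. After 60 minutes at room temperature, ATP was read by Kinase-Glo Plus luminescence end-point.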
APEX1 inh = inhibitors of human APE1 endonuclease | recombinant APE1, TAMRA/BHQ-2 abasic DNA cleavage fluorescence | AID 2517 | P27695 | hit rate 0.35% among 350,000 | Potency, µM (series often up to 65.8 µM), without a hit: top-dose activity change, negative = inhibition, most hits filed as inhibitors;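 note: potency is the fitted concentration of half-maximal effect; plate controls were vehicle for no effect and reference inhibitor for full effect; nearly all actives have a fitted effect of over 55% in size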
Target sequence (P27695 whole entry, looked up): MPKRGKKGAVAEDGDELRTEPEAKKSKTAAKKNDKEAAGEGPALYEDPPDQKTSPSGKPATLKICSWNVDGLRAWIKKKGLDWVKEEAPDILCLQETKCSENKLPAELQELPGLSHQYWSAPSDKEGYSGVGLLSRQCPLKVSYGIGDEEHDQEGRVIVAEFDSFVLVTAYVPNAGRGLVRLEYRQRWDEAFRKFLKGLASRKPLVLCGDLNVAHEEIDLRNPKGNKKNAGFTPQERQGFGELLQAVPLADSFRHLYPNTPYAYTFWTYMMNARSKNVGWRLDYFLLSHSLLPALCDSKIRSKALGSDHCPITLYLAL
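Quantitative HTS: incision of a TAMRA/BHQ-2 double-stranded substrate bearing a tetrahydrofuran abasic site by 0.75 nM APE1 raises fluorescence. Substrate 50 nM final, added after 15 min compound preincubation at room temperature; progress as third-minus-first kinetic read difference.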
Active calls of the source: *; i = inactive; ? = inconclusive; · = no result given; & = joins results of further samples; [ ] = another dose, or the depositor's remark. Unless noted, calls come from the whole dose curve; as a rule, active = well fitted curve in the direction sought with a large enough effect; inconclusive = small, poorly fitted or top-dose-only effect, or another doubt; inactive = no such curve, though single readings can be large; an effect the other way counts as inactive or inconclusive. Some of the compounds tested; the hit share may differ from the screen's.

Values in the order – Pol eta inh	Pol kappa inh	BLM helicase inh	Apoferritin bind	RXFP1 antagonist	Pol beta inh	POLI inh	PGK inhibitor	APEX1 inh
> COc1ccc(C(=O)NC(=S)N2C[C@H]3C[C@H](C2)c2cccc(=O)n2C3)cc1
 : 0%	-1%	-2%	-4%	·	22%	7%	-8%	-1%
> CN1CCc2cc3c(cc2C1)OCO3
 : -7%	-6%	·	·	21	·	-18%	-8%	·
> COC(=O)C1=C(c2cccc(OC)c2OC)C[C@@H]2CC[C@H]1N2C(=O)NC1CC1
 : -16%	7%	·	·	·	·	13%	-10%	·
> CCCc1cc(=O)oc2cc(OCC(=O)N3C[C@H]4C[C@@H](C3)c3cccc(=O)n3C4)ccc12
 : -12%	-4%	0%	-13%	·	24%	36%[activator]	2%	8%
> CCN1CCN(Cc2cc(C(C)(C)C)c(O)c(C(C)(C)C)c2)CC1
 : ·	·	0%	-13%	·	4%	·	·	3%
> CNC(=O)c1cccn(Cc2cc(C(F)(F)F)cc(C(F)(F)F)c2)c1=O
 : -22%	3%	-8%	-13%	-9	22%	35%[activator]	-9%	-9%
> COc1cc(C=C2C(=O)NC(=O)NC2=O)ccc1OS(=O)(=O)c1ccccc1[N+](=O)[O-]
 : -19%	-14%	-3%	-12%	-14	20%	?	6%	17%
> CCc1ccc(C2=NN(CCC(=O)N3CCC4(CC3)OCCO4)C(=O)CC2)cc1
 : -4%	-7%	-1%	?	-13	-14%	0%	-6%	3%
> C/C(N)=C(/C#N)C(=O)CSc1nc2cc(Cl)ccc2c(=O)n1-c1ccc(C)cc1
 : -10%	-12%	-12%	-15%	2	1%	67%[activator]	i	-2%
> CCCCn1c(NC(=O)c2ccco2)c(C(=O)OCC)c2nc3ccccc3nc21
 : ?	-5%	?	102%[activator]	-18	20%	84%[activator]	-3%	-10%
> CCN(CC)c1ccc(N=Cc2c(O)n(Cc3ccccc3)c(=O)[nH]c2=O)cc1
 : -9%&-3%	0%&-22%	0%&-2%	-4%&-6%	-5&-2	2%&9%	12%&27%	-7%&-1%	5%&0%
> CCOc1cc(CNCCc2ccccc2F)ccc1OC
 : -10%	3%	-1%	6%	4	-19%	27%	1%	59%[activator]
> COc1ccc(C(C)=O)cc1CC(C(=O)c1ccc(C)c(C)c1)N(C)C (centres undefined)
 : -13%	-3%	3%	-16%	-17	-4%	50%[activator]	i	4%
> COc1ccccc1-c1n[nH]c(=S)n1Cc1ccco1
 : ·	·	1%	-12%	·	?	·	·	-2%
> COC(=O)C1=C(c2cccc(OCc3ccccc3)c2)C[C@@H]2CC[C@H]1N2C(=O)NCCCOC(C)C
 : -7%	-2%	·	·	·	·	?	-1%	18%
> Cc1cc(C(=O)Nc2ccc3c(c2)OCCO3)nn1C(C)(C)C
 : -14%	-9%	-1%	-13%	5	7%	-5%	i	2%
> COP(=O)(OC)c1nc(-c2cccc3ccccc23)oc1NCCc1ccccc1
 : -12%	-16%	-3%	357%[activator]	-21	0%	71%[activator]	-5%	13%
> COc1cc(C(=O)OC2C[C@H]3CC[C@@H](C2)N3C)ccc1O (some centres undefined)
 : -10%	-3%	-1%	-1%	-10	-2%	12%	0%	31%
> CCC(CO)Nc1ccc([N+](=O)[O-])c2cccnc12 (centres undefined)
 : -13%	-10%	-7%	?	-6	31%	24%	3%	-2%
> O=C(C(=O)N1CCOCC1)c1cn(Cc2ccccc2Cl)c2ccccc12
 : -4%	-8%	6%	0%	-5	2%	-16%	6%	-3%
> CC(=NCCC1=CCCCC1)c1c(O)n(-c2ccccc2)c(=O)[nH]c1=O
 : ?	2%	2%	-1%	-3	2%	28%	i	1%
> CCOP(=O)(OCC)C(O)c1ccc(OC)c(OC)c1 (centres undefined)
 : -2%	-4%	-1%	-5%	-1	39%	-3%	-3%	1%
> CC(C)(Cc1c[nH]c2ccc(Cl)cc12)NCCOc1ccccc1OCC1CC1
 : ·	-7%&-16%[19.4 µM]	-1%	-15%	·	·	·	·	-2%&-9%
> CC(=O)CC(=O)C1C(=O)N(C)C(=O)N(C)C1=O
 : 10%	9%	-2%	-8%	-12	-3%	161%[activator]	-3%	-5%
> O=C(CCCc1ccccc1)NCCc1cnc[nH]1
 : -4%	0%	-1%	6%	-1	46%	12%	-7%	-6%
> CC1([N+](=O)[O-])COP(=O)(Nc2ccc(Cl)cc2)OC1 (centres undefined)
 : -4%	-6%	·	·	-3	·	16%	-7%	·
> Cc1ccc(CN(C)C(=O)c2cccc(S(=O)(=O)N3CCN(c4ccccc4)CC3)c2)cc1
 : -22%	-20%	·	·	1	·	51%[activator]	-2%	·
> NC(N)=Nc1ccc2[nH]c3c(c2c1)C[C@@]1(O)[C@H]2Cc4ccc(O)c5c4[C@@]1(CCN2CC1CC1)[C@H]3O5
 : -28%	-20%[60.1 µM]	·	·	·	3%[57.1 µM]	?	-3%	20%&-5%
> c1ccc(CC(NCc2ccco2)c2ccccc2)cc1 (centres undefined)
 : 3%	-5%	1%	-10%	?	-1%	10%	-2%	-5%
> Cc1ccc(N2C(=O)NC(=O)/C(=C/c3ccc(-c4ccc(C(=O)O)c(Cl)c4)o3)C2=O)cc1
 : 8.9µM*	-91%	-1%	0%	-8	14µM*	20µM*	-19%	?

Random excerpt: 2 compounds from above
Values in the order – Pol eta inh	Pol kappa inh	BLM helicase inh	Apoferritin bind	RXFP1 antagonist	Pol beta inh	POLI inh	PGK inhibitor	APEX1 inh
> COc1cc(C=C2C(=O)NC(=O)NC2=O)ccc1OS(=O)(=O)c1ccccc1[N+](=O)[O-]
 : -19%	-14%	-3%	-12%	-14	20%	?	6%	17%
> CCN(CC)c1ccc(N=Cc2c(O)n(Cc3ccccc3)c(=O)[nH]c2=O)cc1
 : -9%&-3%	0%&-22%	0%&-2%	-4%&-6%	-5&-2	2%&9%	12%&27%	-7%&-1%	5%&0%

(list continues)
Values in the order – Pol eta inh	Pol kappa inh	BLM helicase inh	Apoferritin bind	RXFP1 antagonist	Pol beta inh	POLI inh	PGK inhibitor	APEX1 inh
> CCOP(=S)(OCC)N1CCOCCOCCN(P(=S)(OCC)OCC)CCOCCOCC1
 : -17%	2%	-7%	1%	-33	0%	19%	9%	-3%
> O=c1[nH]c(O)c(N=Nc2ccc(S(=O)(=O)N3CCOCC3)cc2)c(=O)[nH]1
 : -24%	-13%	-4%	-7%	-6	?	-13%	-12%	?
> CC(=O)c1cccc(OCC(O)CN2CC=C(c3ccccc3)CC2)c1 (centres undefined)
 : -8%	-17%	-10%	-23%	-5	-12%	9%	2%	-5%
> COC(=O)C1=C(c2ccccc2)C[C@@H]2CC[C@H]1N2C(=O)N1CCC(O)CC1
 : -3%	4%	·	·	·	·	3%	1%	·
> CC(C)=CCSc1nnc([C@@H](N)Cc2c[nH]c3ccccc23)o1
 : -11%	-18%	-4%	-16%	8	4%	36%[activator]	-3%	-5%
> CC(C)OP(=O)(OC(C)C)C(O)c1ccc(Br)cc1 (centres undefined)
 : -2%	-6%	0%	3%	·	3%	10%	0%	5%
> O=c1cccc2n1CC1CC2CN(S(=O)(=O)c2ccccc2)C1 (centres undefined)
 : 9%	-3%	-1%	-6%	0	26%	-4%	·	12%
> Cc1nc2ccccc2c(=O)n1-c1ccc(F)cc1F
 : 0%	-9%	-4%	1%	-9	4%	53%[activator]	-3%	-2%
> C[C@H]1CCC[C@H](O)CCCCCc2cc(O)cc(O)c2C(=O)O1
 : 1%	-9%	-2%&1%	-9%	·	?	5%	-1%	3%&1%
> C=CCC1(Cc2ccsc2)C(=O)NC(=O)NC1=O
 : -12%	-6%	·	·	-4	·	12%	-1%	·
> CC/C(=N\N1CCCCCC1)c1c(O)n(-c2ccccc2C)c(=O)[nH]c1=O
 : ?	-6%	-2%	-15%	-14	3%	-17%	-8%	3%
> CCN1CCC(O)(c2ccccc2)C(C(=O)c2ccccc2)C1 (centres undefined)
 : -13%	-8%	·	·	-4	·	-9%	-7%	·
> C=C1N2CCC(CC2)C1(O)c1ccccc1C (centres undefined)
 : -4%	-13%	-2%	-12%	-10	10%	8%	-6%	11%
> CCCCn1c(O)c(/C=N/N2CCCCC2c2cccnc2)c(=O)[nH]c1=S (centres undefined)
 : -11%	4%	-16%	-5%	-7	5%	8%	-3%	27%
> CCOc1ccc(C2c3c(-c4ccccc4O)n[nH]c3C(=O)N2Cc2ccncc2)cc1 (centres undefined)
 : -15%	-13%	-1%	-21%	-29	3%	50%[activator]	i	·
> O=C1NC(=O)N(Cc2ccco2)C(=O)/C1=C/c1cccn1CCOc1ccccc1Cl
 : 14µM*	?	-24%	-6%	-61*	25µM*	11µM*	-19%	15%
> CC12CC(=O)C3C(CCC4CC=CCC43C)C1CCC2=O (centres undefined)
 : -6%	-9%	·	·	-5	·	17%	1%	·
> Cc1c(C=C2C(=O)NC(=O)NC2=O)c(=O)n(-c2ccccc2)n1C
 : -16%	-21%	-6%	-3%	10	-13%	162%[activator]	-8%	-1%

As a short view, part of the list above:
Values in the order – Pol eta inh	Pol kappa inh	BLM helicase inh	Apoferritin bind	RXFP1 antagonist	Pol beta inh	POLI inh	PGK inhibitor	APEX1 inh
> O=c1[nH]c(O)c(N=Nc2ccc(S(=O)(=O)N3CCOCC3)cc2)c(=O)[nH]1
 : -24%	-13%	-4%	-7%	-6	?	-13%	-12%	?
> CC(=O)c1cccc(OCC(O)CN2CC=C(c3ccccc3)CC2)c1 (centres undefined)
 : -8%	-17%	-10%	-23%	-5	-12%	9%	2%	-5%
> COC(=O)C1=C(c2ccccc2)C[C@@H]2CC[C@H]1N2C(=O)N1CCC(O)CC1
 : -3%	4%	·	·	·	·	3%	1%	·
> CC(C)=CCSc1nnc([C@@H](N)Cc2c[nH]c3ccccc23)o1
 : -11%	-18%	-4%	-16%	8	4%	36%[activator]	-3%	-5%
> CC(C)OP(=O)(OC(C)C)C(O)c1ccc(Br)cc1 (centres undefined)
 : -2%	-6%	0%	3%	·	3%	10%	0%	5%
> O=c1cccc2n1CC1CC2CN(S(=O)(=O)c2ccccc2)C1 (centres undefined)
 : 9%	-3%	-1%	-6%	0	26%	-4%	·	12%
> Cc1nc2ccccc2c(=O)n1-c1ccc(F)cc1F
 : 0%	-9%	-4%	1%	-9	4%	53%[activator]	-3%	-2%

Compound activity deposited in PubChem by National Center for Advancing Translational Sciences (NCATS).
